# Compound activity: PubChem, several laboratories
# MC4R antagonist: blocks human MC4R cAMP signaling; MC4R-expressing cells, MTII-stimulated cAMP, LANCE TR-FRET; inhibition, % at 6.5 µM; 360,000 compounds, 0.48% hits; AID 540295;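 active means inhibition above its plate's cutoff, the mean of tested wells on that plate plus 3 SD, cut at about 29% in these data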;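 further: 0% = Melanotan II alone and 100% = Melanotan II plus saturating MCL0020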
#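 Material – human MC4R-expressing U2OS cells · Repeats – no replicates · Detection – TR-FRET with Eu-cAMP and labeled anti-cAMP, 671 nm · Times – compound 30 min, challenge 1 h, detection 1 h · Compound – single nominal compound dose of 6.5 µM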
# H9c2 protect: modulators protecting cardiomyocytes from myocardial damage | H9c2 cardiomyocytes, H2O2 injury protection, ATPLite, 2 h | AID 588492 | 360,000 compounds, 0.63% hits | protection from H2O2 cell death, % at 20 µM;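 active means compounds giving at least 50% protection of heart cells from peroxide-induced death in the single-dose screen, raw or plate-pattern-corrected value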;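 further: 0% = DMSO wells with peroxide and 100% = DMSO wells without peroxide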
# NCOA2 inhibitor: human SRC2 (NCOA2) inhibition; 370,000 compounds, 0.17% hits; HEK293 GAL4-SRC2 luciferase reporter, luminescence; inhibition, % at 9 µM; Q15596;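 active means inhibition above the mean inhibition of all tested compounds plus 3 SD, set per campaign, cut at about 52% in these data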;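 further: 0% = DMSO treated cells and 100% = cells given Gossypol at 36 µM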
# TLR9-MyD88 block: inhibitors of human TLR9-MyD88 binding. Q9NR96+Q99836. CHO BLA complementation TLR9-MyD88, CCF4 FRET ratio. inhibition, % at 4.98 µM. 340,000 compounds, 0.21% hits. AID 504734;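 active means inhibition above the mean over all tested compounds plus 3 SD, cut at about 21% in these data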;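 further: 0% = DMSO only wells and 100% = clavulanate BLA inhibitor control wells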
# N-glyco inh: N-linked glycosylation inhibition; reporter increase, % at 12.5 µM; D54 ERlucT glycosylation luciferase reporter, 24 h; percent of 100 nM tunicamycin response; 360,000 compounds, 0.23% hits;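 active means mean luciferase reporter signal, scaled so untreated is 0 and the glycosylation-blocking control 100, at or above a set limit in every replicate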;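 further: luciferase carries N-glycosylation sites so blocking glycosylation raises the light; 0% = median of neutral control wells and 100% = median of 100 nM tunicamycin wells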
# NOD2-RIPK2 inh: blocks binding of human NOD2 to RIPK2 | 360,000 compounds, 0.38% hits | AID 624267 | inhibition, % at 4.98 µM | CHO BLA complementation NOD2-RIPK2, CCF4 ratio | O43353; in the data active means inhibition above about 21%;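 further: 0% = vehicle only and 100% = reference blocker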
# MC4R ag barr: agonists of human melanocortin 4 receptor (MC4R) beta-arrestin | U2OS MC4R beta-arrestin complementation, luminescence; percent of melanotan II response, DMSO zero | activation, % at 8.9 µM | 360,000 compounds, 0.98% hits;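 active means activation above a per-plate cutoff, the mean activation of sample wells on that plate plus 3 SD, cut at about 8% in these data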
# ABHD5 PLIN5 PPI: blocks binding of human ABHD5 to perilipin-5. Q00G26+Q8WTS1. Split G. princeps luciferase complementation, luminescence, 4 h. inhibition, % at 4 µM. 360,000 compounds, 0.78% hits. AID 602281;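 active means inhibition above the mean inhibition across every tested compound plus 3 SD, cut at about 22% in these data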;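 further: 0% = DMSO only wells and the 100% control is not disclosed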
# Target sequence (Q00G26 whole entry, looked up): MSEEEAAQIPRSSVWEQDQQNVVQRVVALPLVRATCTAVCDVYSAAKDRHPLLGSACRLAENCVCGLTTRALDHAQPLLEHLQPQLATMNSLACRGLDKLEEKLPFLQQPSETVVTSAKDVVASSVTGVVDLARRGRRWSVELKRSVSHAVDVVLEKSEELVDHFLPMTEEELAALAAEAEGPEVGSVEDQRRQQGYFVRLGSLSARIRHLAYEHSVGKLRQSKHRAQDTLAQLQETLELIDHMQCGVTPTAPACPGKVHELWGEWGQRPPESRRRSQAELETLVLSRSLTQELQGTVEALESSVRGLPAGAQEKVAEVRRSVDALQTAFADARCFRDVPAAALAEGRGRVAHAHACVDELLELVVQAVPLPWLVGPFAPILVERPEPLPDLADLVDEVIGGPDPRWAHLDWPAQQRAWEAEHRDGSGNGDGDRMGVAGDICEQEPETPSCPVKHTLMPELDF
# Target sequence (Q8WTS1 whole entry, looked up): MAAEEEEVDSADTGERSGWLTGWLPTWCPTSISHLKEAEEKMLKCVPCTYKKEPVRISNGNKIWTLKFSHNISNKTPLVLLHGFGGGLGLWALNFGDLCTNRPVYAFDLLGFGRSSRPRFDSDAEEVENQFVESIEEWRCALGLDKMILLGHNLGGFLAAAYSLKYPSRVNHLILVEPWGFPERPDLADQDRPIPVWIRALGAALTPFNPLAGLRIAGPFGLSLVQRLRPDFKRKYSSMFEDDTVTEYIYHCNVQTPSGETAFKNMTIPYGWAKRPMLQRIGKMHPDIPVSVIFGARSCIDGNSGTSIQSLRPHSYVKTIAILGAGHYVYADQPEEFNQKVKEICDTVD
# HTR2A ag: mouse HTR2A agonism via beta-arrestin recruitment | P35363 | CHO-K1 mHTR2A beta-arrestin complementation, luminescence; percent of 30 µM serotonin response | activation, % at 7.6 µM | 360,000 compounds, 0.66% hits | AID 624169;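 active means activation above a run cutoff, the mean activation of all tested compounds plus 3 SD, cut at about 14% in these data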;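 further: 0% = plate median of compound wells and 100% = 30 µM serotonin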
# ABCB6 inh MLPCN: blocks the human ABCB6 transporter; Q9NP58; K562-ABCB6 porphyrin accumulation, flow cytometry, 1 h; active compounds read low; 360,000 compounds, 0.19% hits; AID 602162; fluorescence ratio to DMSO, % at 10 µM;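 active means fluorescence ratio to DMSO below 75%, the collection mean minus 3 SD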;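 further: signal is porphyrin accumulated inside mitochondria; 100% equals median channel fluorescence of DMSO control wells; lower ratio means ABCB6 inhibition with less porphyrin fluorescence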
# * = called active by the depositor; . = no result given; & = joins results of further samples. The list is partial, so the mix of outcomes need not match the whole.
SMILES,MC4R antagonist,H9c2 protect,NCOA2 inhibitor,TLR9-MyD88 block,N-glyco inh,NOD2-RIPK2 inh,MC4R ag barr,ABHD5 PLIN5 PPI,HTR2A ag,ABCB6 inh MLPCN
CCN(CC)S(=O)(=O)c1cccc(NC(=O)CN(C)C2CCCCC2)c1,0,-12,-13,1,-3,-1,-1.9,1,-4,94
Cc1c(C(=O)O)sc2ncnc(N3CCCCC3C)c12 (centres undefined),8,-3,0,1,2,-8,-1.8,-4,5,88
O=C(Nc1nccs1)c1ccc(N2CCOCC2)c([N+](=O)[O-])c1,1,4,-33,-1,-6,-13,-4.7,-4,5,104
Cn1nc(C(C)(C)C)c([N+](=O)[O-])c1C(N)=O,1,3,-7,3,0,-14,-1.9,-1,-2,101
Cc1cc(C(=O)NCCc2ccc(Cl)cc2)n(-c2ccccc2)n1,7,-1,-28,4,-1,-1,2.7,2,-2,92
Cc1ccc(CN(c2ccc(C(=O)NCc3ccccn3)cc2)S(C)(=O)=O)cc1,-1,7,-15,5,-1,-9,-1.7,-6,4,96
O=C(CCC(=O)N1CCN(Cc2ccc(F)cc2)CC1)Nc1nnc(C2CCCCC2)s1,2,7,-24,2,-1,-7,0.8,1,0,101
CCOC(=O)c1[nH]c(C)c(C(=O)OCC(=O)NCc2ccc(OC)cc2)c1C,13,-7,-3,-16,0,0,-1.9,-10,3,101
COc1ccc(-n2c(=O)cc(N3CCCCCC3)[nH]c2=O)cc1,13,1,-14,0,2,-6,-0.6,-2,-1,102
COc1ccc(Cn2nnnc2C(c2cc3cccc(C)c3[nH]c2=O)N2CCOCC2)cc1 (centres undefined),7,4,-6,-1,0,4,-0.8,2,3,94
CCCS(=O)(=O)c1nc(S(=O)(=O)c2ccc(C)cc2)c(NCCN2CCOCC2)s1,8,-1,3,-8,1,2,0.6,5,6,103
CN(CC(=O)Nc1ccc(F)cc1)c1ccc(S(=O)(=O)N2CCCC2)cn1,3,-13,-1,0,0,-2,0.4,-3,-5,89
Nc1sccc1C(=O)c1ccc(Cl)cc1,5,-1,-30,-9,1,-6,-0.4,-13,-8,113
O=C(O)c1c[nH]c2c([N+](=O)[O-])cccc2c1=O,6,3,-11,0,-2,-9,-3.3,-4,-1,103
COC(=O)C[C@H]1CC[C@@H](NC(=O)c2ccncc2)[C@@H](CO)O1,.,.,14,.,.,4,.,2,-3,.
COc1cccc(CNS(=O)(=O)c2c(C(=O)N3CCCCCC3)c(C)n(C)c2C)c1,21,-2,9,-17,-2,-8,-1.1,-2,2,97
C#CCn1cc2c(c1-c1ccccc1)c(=O)n(C)c(=O)n2C,-15,-21,10,6,2,-3,-1.0,0,1,84
O=C(Nc1cc(S(=O)(=O)N2CCOCC2)ccc1N1CCCCC1)c1ccccc1,6,4,-18,-7,0,-3,-2.1,-1,5,96
O=C(NCCCn1ccnc1)c1cccc(S(=O)(=O)Nc2ccc(F)cc2)c1,-1,-5,-19,0,1,4,-0.5,7,-5,100
CCOC(=O)c1c(NC(=O)CN2CCCCC2)sc(C)c1C,7,-6,-20,-6,-3,7,-2.9,1,-2,96
COc1cccc(CCNC(=O)CC2C(=O)NCCN2Cc2ccc(C)o2)c1 (centres undefined),15,-4,9,-13,-2,-1,2.5,14,-7,101
c1ccc(N2CCN(c3cccc(-c4cc5ccccc5s4)n3)CC2)nc1,1,6,-5,.,2,0,-0.9,-10,0,95
S=c1[nH]ccn1CCc1ccccc1,3,1,8,7,-1,2,-1.9,0,5,97
COc1ccc(S(=O)(=O)NCC(c2ccc3c(c2)OCO3)N2CCOCC2)cc1 (centres undefined),-4,7,-21,5,-1,13,-3.5,2,-2,97
CCc1nc2ccc(C(=O)N3CCN(S(=O)(=O)CC)CC3)cn2c1N(C)CCC(C)C,5,1,7,.,0,-7,-0.4,-1,-4,96

# Remaining list, next part
SMILES,MC4R antagonist,H9c2 protect,NCOA2 inhibitor,TLR9-MyD88 block,N-glyco inh,NOD2-RIPK2 inh,MC4R ag barr,ABHD5 PLIN5 PPI,HTR2A ag,ABCB6 inh MLPCN
C[C@@H]1CC[C@H](O)/C=C/C(=O)O[C@H](C)CC[C@H](O)/C=C/C(=O)O1,3,-14,18,-8,-5,0,0.9,-8,1,103
COc1cccc(C(=O)Nc2c(F)c(F)c(F)c(F)c2F)c1,5,0,-9,4,1,-9,-2.1,-5,3,99
CSc1ncnc2c1ncn2CCCN1CCN(Cc2cccc3ccccc23)CC1,-1,-12,11,-3,0,-7,3.6,2,-7,95
CCOC(=O)CN1C(=O)N[C@@H](c2cccc(C(F)(F)F)c2)C(C(C)=O)=C1C,7,1,.,0,1,4,0.1,-1,5,85
COc1ccc(NC2=NC(=S)N(c3ccccc3C)C23CCCCC3)cc1,18,-14,12,11,2,6,3.6,0,-3,100
Cc1cc2c(C)nc(N/N=C/c3ccc([N+](=O)[O-])cc3)nc2o1,-4,0,8,-2,3,1,1.1,5,2,98
Cc1ccc(Cl)cc1NC(=O)COC(=O)C12CC3CC(CC(C3)C1)C2,-9&4,0&-13,-44&-7,2&6,-1&-2,-10&-5,-1.6&6.5,-7&-4,14&-1,152&99
CC(=N)C1=C(O)CC(C)(C)CC1=O,3,5,-8,-1,3,-14,-1.6,-5,-3,93
C/C(=N\NC(=O)CNC(=O)c1cccnc1)c1cccc(O)c1,-4,3,-1,-4,4,6,0.8,0,-1,103
CC(=O)n1nc(-c2ccccc2)nc1NCc1ccc(F)cc1,0,5,1,3,2,9,1.1,1,-9,93
COc1ccc2c(c1OC)C(=O)OC2CC(=O)c1ccc(O)cc1 (centres undefined),-4,3,-26,0,2,-10,-0.7,1,-6,115
O=C1CCCC(O)=C1Sc1cc(Cl)c(Cl)cc1Cl,-5,-5,13,.,-1,-16,1.2,2,6,91
COc1ccc(OC)c(NC(=O)COC(=O)c2nc(Cl)ccc2Cl)c1,12,6,16,4,0,-3,1.9,-3,2,103
CN(C)S(=O)(=O)c1cccc(C(=O)OCC(=O)Nc2ccc3c(c2)OCCO3)c1,7,-5,1,1,-3,-4,-0.1,4,4,99
CNc1ccc(Br)cc(C(=O)/C=C/c2ccc3c(c2)OCO3)c1=O,-4,43,0,1,17,2,-2.3,17,1,110
O=S(=O)(c1ccc(F)cc1)N1CCCNCC1,4,1,15,7,2,-6,0.8,8,-4,94
O=C(/C=C/c1ccc(Br)cc1)NC(=S)NNC(=O)c1ccco1,18,17,-56,-10,-1,0,-3.0,-4,-3,93
CC(C)Sc1nnc([C@@H]2CCCN2C(=O)OC(C)(C)C)o1,3,6,-31,1,-3,-1,-0.6,-1,-2,98
Cc1cccc(CN2CCC(CNC(=O)Cn3ncc4c([nH]c5ccccc54)c3=O)CC2)c1,2,4,-1,-2,1,-2,-3.7,1,4,96
COc1ccc(/C(O)=C2\C(=O)C(=O)N(c3cc(C)on3)C2c2cccc(OC)c2OC)cc1C (centres undefined),16,6,8,3,0,-6,-0.1,0,0,85
COc1cccc(C(=O)N(C)CC(=O)Nc2cccc3ccccc23)c1,-1,2,-1,9,-1,-12,1.2,3,3,103
CC(=O)NNC(=O)CSc1nnc(-c2ccccc2)c(-c2ccccc2)n1,7,1,-23,-11,2,-2,-0.2,-2,-6,101
CCN(CC)c1ccc(C(=O)N/N=C(\C)c2cccc(OC)c2)cc1,-4,-2,-1,-2,0,0,-1.0,-6,-2,99
CCCCn1c(N)c(N(CCOC)C(=O)c2oc3ccc(OC)cc3c2C)c(=O)[nH]c1=O,6,4,8,-1,3,-11,-1.1,-1,3,102
CCOC(=O)c1cn(Cc2ccccc2)c2cc(C)nn2c1=O,5,0,-16,-18,3,-3,-2.6,0,2,106

# Later entries:
SMILES,MC4R antagonist,H9c2 protect,NCOA2 inhibitor,TLR9-MyD88 block,N-glyco inh,NOD2-RIPK2 inh,MC4R ag barr,ABHD5 PLIN5 PPI,HTR2A ag,ABCB6 inh MLPCN
O=[N+]([O-])c1ccc(Cl)c(S(=O)(=O)/N=C(/Nc2cccnc2)c2ccccc2)c1,2,2,-11,-4,-1,-1,-1.9,-3,2,95
Cc1oc(/N=C/c2cccc([N+](=O)[O-])c2)c(C#N)c1C,12,2,-21,0,2,4,-0.5,2,1,102
Oc1c(I)cc(Cl)c2cccnc12,2,20,-5,-2,3,-5,-1.8,7,-1,98
CCc1ccc(Nc2nnc(SCn3nnc4ccccc4c3=O)s2)cc1,1,-6,-2,-6,-2,4,2.1,-1,1,99
CCc1ccc(S(=O)(=O)NCc2cn3cccc(C)c3n2)s1,-1,-17,7,-13,-1,-14,-0.7,8,2,116
Cc1ccc(-c2ccc(CN3C(C(C)C)C(=O)N(Cc4cn(CCC5OCCCO5)nn4)CCS3(=O)=O)cc2)cc1 (centres undefined),5,-6,-2,-6,-1,-6,-1.5,-4,-4,92
Nc1nc2nc(-c3ccccc3)cc(=O)n2[nH]1,2,-6,7,-9,-1,-13,-0.9,-4,3,104
CCN(CC)C(=O)CSc1nnc(-c2ccccc2)n1-c1ccccc1,15,-5,5,-13,-1,-3,1.9,-1,4,101
CC1Cc2ccccc2N1C(=O)CN1CCC(C(N)=O)CC1 (centres undefined),6,-3,-1,-6,1,7,-2.7,-6,-1,96
COc1ccc(C(=O)COC(=O)c2cc(=O)c3ccccc3o2)cc1,7,2,14,2,3,2,-1.6,5,2,103
Cc1ccc(S(=O)(=O)Nc2ccc(C(=O)N3CCCC3)cc2)cc1,10,6,-2,-4,-2,2,-0.8,0,-2,97
CC(C)Cn1c(=O)c2sccc2n2c(CCCC(=O)N3CCC(N4CCCCC4)CC3)nnc12,2,-4,-7,-2,-2,-2,-1.1,0,1,106
COc1ccc(-c2[nH]ncc2N=Nc2ccccc2)cc1,0,-13,-19,-6,11,-2,-1.6,-5,0,98
Cc1c(P(=S)(c2ccccc2)c2ccccc2)[n+]2ccccc2n1CCc1ccccc1,14,-24,-17,.,7,6,3.3,10,2,91
CN(CC(=O)Nc1ccc(Cl)cc1)C(=O)c1ccc(S(=O)(=O)Nc2ccccc2)cc1,4,0,-1,0,-4,1,0.2,-4,-1,96
COc1ccc(C(C(=O)NC2CCCC2)N(C(=O)c2ccco2)c2ccc3c(c2)OCO3)cc1OC (centres undefined),10,14,-29,-8,-1,-4,-0.3,8,0,105
CC1CCCN(C(=O)CCS(=O)(=O)c2ccc3c(c2)n(C)c(=O)c(=O)n3C)C1 (centres undefined),-10,3,7,3,0,-7,0.8,2,4,94
COc1cccc(-c2nn(-c3ccccc3)cc2C(=O)NCC(=O)O)c1,3,-11,1,2,2,-9,-3.7,-1,2,102
O=C(CN1CCN(S(=O)(=O)c2ccccc2C(F)(F)F)CC1)NCc1cccs1,6,1,22,0,0,-3,-2.5,-2,0,100
COc1cc(/C=C2\NC(=S)N(C)C2=O)ccc1OCc1cccc(F)c1,1,-1,15,-5,1,-15,-2.2,-9,6,100
CCNC(=O)C1CCCc2c1[nH]c1ccc(Cl)cc21 (centres undefined),6,-4,.,-1,1,-4,-0.2,1,-2,99
COc1ccccc1N1CCN(C(=O)COc2ccc(S(=O)(=O)NC(C)C)cc2)CC1,8,5,18,-2,1,-6,1.2,-5,15*,91
